# Compound activity: PubChem, The Scripps Research Institute Molecular Screening Center
# KOR antag MB = antagonists of human kappa opioid receptor OPRK1, Maybridge library. Kappa-type opioid receptor (Homo sapiens), P41145. OPRK1 cells, antagonist mode, fluorescence readout. inhibition, % at 9 µM. 16,000 compounds, 0.4% hits; in the data active means inhibition above about 50%
# Target sequence (P41145 whole entry, looked up): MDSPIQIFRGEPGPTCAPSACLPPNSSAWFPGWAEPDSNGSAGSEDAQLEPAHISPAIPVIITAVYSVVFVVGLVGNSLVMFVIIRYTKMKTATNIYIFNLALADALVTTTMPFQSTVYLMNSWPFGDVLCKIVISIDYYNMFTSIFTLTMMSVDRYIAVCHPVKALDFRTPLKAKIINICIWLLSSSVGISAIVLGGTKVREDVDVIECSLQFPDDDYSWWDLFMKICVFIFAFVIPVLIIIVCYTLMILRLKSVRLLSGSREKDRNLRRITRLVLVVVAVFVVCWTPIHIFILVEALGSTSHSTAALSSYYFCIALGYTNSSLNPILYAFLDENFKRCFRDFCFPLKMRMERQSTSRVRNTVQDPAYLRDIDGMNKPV
# NOTCH ag = agonists of NOTCH signaling; NOTCH signaling luciferase reporter cells, luminescence; activation, % at 2.5 µM; 15,000 compounds, 0.4% hits; AID 434982, 2010; in the data active means activation above about 2.2%
# Luminol counter = counter-screen for Nox1 inhibitors: inhibitors of luminol chemiluminescence. HRP/luminol/H2O2 chemiluminescence counterscreen. 16,000 compounds, 0.4% hits. inhibition, % at 6.7 µM; further: reference of the scale not given here
# TLR4-MyD88 inh = inhibitors of human TLR4-MyD88 binding; Toll-like receptor 4 (Homo sapiens), O00206; inhibition, % at 10 µM; 16,000 compounds, 0.06% hits; AID 811, 2007; Cell-based TLR4-MyD88 binding inhibition assay; in the data active means inhibition above about 45%
# PME-1 Maybr inh = inhibitors of human PME-1 in Maybridge library | recombinant PME-1, FP-Rh probe fluorescence polarization | Protein phosphatase methylesterase 1 (Homo sapiens), Q9Y570 | inhibition, % at 9 µM | 16,000 compounds, 0.5% hits; in the data active means inhibition above about 30%
# rat GALR2 agon = agonists of rat galanin receptor 2 (GALR2) | cell-based GALR2 agonist screen | Galanin receptor type 2 (Rattus norvegicus), O08726 | 16,000 compounds, 0.5% hits | AID 833, 2007 | activation, % at 10 µM; in the data active means activation above about 15%
# Nox1 inhibitor = inhibitors of human NADPH oxidase 1 (Nox1) | Q9Y5S8 | HT29 cells, luminol chemiluminescence ROS | inhibition, % at 6.7 µM | 16,000 compounds, 0.81% hits
# Target sequence (Q9Y5S8 whole entry, looked up): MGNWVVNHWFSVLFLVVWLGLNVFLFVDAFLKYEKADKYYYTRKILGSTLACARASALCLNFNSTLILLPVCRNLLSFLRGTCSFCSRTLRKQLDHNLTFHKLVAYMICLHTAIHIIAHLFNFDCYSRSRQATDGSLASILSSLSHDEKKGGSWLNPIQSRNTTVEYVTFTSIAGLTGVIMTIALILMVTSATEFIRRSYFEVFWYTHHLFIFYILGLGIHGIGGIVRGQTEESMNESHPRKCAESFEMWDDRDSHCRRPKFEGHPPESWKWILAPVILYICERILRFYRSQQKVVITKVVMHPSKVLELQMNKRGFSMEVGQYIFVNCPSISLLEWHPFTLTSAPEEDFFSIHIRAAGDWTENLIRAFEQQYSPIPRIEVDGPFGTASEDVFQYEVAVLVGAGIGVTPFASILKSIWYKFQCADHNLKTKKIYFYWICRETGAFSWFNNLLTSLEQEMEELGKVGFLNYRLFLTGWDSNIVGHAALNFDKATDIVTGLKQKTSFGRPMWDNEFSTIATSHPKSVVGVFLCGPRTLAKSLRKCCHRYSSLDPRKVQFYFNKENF
# S1P1 ag = activates the human S1P1 receptor; AID 1044, 2008; 16,000 compounds, 1.5% hits; S1P1 agonist cell-based reporter assay; activation, % at 4.5 µM; in the data active means activation above about 80%
# Numbers without * were called inactive; nt = not tested or not shown. Unless noted, no stated cut-off is given here; in the data, active means inhibition above about 75%; inactive means the rest.
# Below each compound: Nox1 inhibitor	S1P1 ag	Luminol counter	rat GALR2 agon	PME-1 Maybr inh	KOR antag MB	NOTCH ag	TLR4-MyD88 inh
1. COc1cc(NC(=O)c2ncc(C(F)(F)F)cc2Cl)c(C(=O)O)cc1OC
→ -73	-2	1	-7	2	-19	-0.4	6
2. CC(C)(C)NS(=O)(=O)c1sc(Br)cc1Br
→ -3	51	1	-6	0	-8	0.2	3
3. C#CC1(NC(=O)NC(=O)c2ccc(F)c(Cl)c2)CCCCC1
→ 35	-21	-3	-4	5	-4	-0.3	2
4. COc1cc2c(cc1OC)C(C)N(C(=O)c1c(-c3ccccc3)noc1C)CC2 (stereo not drawn)
→ -25	-12	-2	-6	3	-9	-0.5	1
5. O=S(=O)(c1ccc2c(c1)CCO2)N1CCN(c2nc3cc(Cl)ccc3s2)CC1
→ -51	7	2	-8	-4	-16	-0.5	-1
6. CC(=O)c1ccc(OC(=O)Cc2cc(F)cc(F)c2)cc1
→ -24	0	-4	-7	0	13	-0.6	0
7. N#Cc1c(N)nc(Sc2ccc(Cl)cc2)c(C#N)c1-c1ccco1
→ 3	-2	-1	-6	-4	-2	0.3	0
8. Cc1nn(CCC#N)c(C)c1Sc1ncccn1
→ 10	-1	-3	-4	2	-2	0.0	-4
9. CC(=O)Nc1cccc(OCCCNC(=O)c2cc(-c3ccc(Cl)cc3)oc2C(F)(F)F)c1
→ -23	59	-1	-8	-10	5	-0.7	7
10. N/C(=N/OC(=O)c1cccc(C(F)(F)F)c1)C1COc2ccccc2O1 (stereo not drawn)
→ 3	30	2	-9	-1	-28	-0.5	-1
11. O=C1CC(/C=C/c2ccccc2)(Nc2ccc([N+](=O)[O-])cc2)C(=O)N1C1CCCCC1 (stereo not drawn)
→ -82	4	-1	-3	-9	-10	0.1	1
12. Cc1cc(Cl)ccc1NC(=S)NNC(=S)Nc1ccc(F)cc1
→ 88*	25	11	-2	-4	15	-0.1	10
13. O=C(NCC1CN(Cc2ccccc2)CCO1)c1ccc(N2CCOCC2)nc1 (stereo not drawn)
→ -9	4	-2	-6	15	5	-0.5	8
14. O=C(NC(=O)c1csc([N+](=O)[O-])c1)Nc1ccccc1C(F)(F)F
→ -8	-10	0	-6	1	-2	0.5	-8
15. OC(COc1ccc(C23CC4CC(CC(C4)C2)C3)cc1)CN1CCCCC1 (stereo not drawn)
→ -4	-5	-1	27*	2	38	0.4	-6
16. Cc1nc(C(F)(F)F)ccc1C(=O)NC1CCCc2ccccc21 (stereo not drawn)
→ -42	-2	4	-12	1	-26	nt	1
17. Cc1ccc(NC(=O)c2c(F)cccc2Cl)c(C(=O)Nc2ccc(F)cc2)c1
→ -3	5	2	-7	-16	-30	-0.8	-5
18. Cc1c(C=N/C(C#N)=C(\N)C#N)c(=O)n(-c2ccccc2)n1C
→ -97	0	6	-5	-3	18	-0.2	nt
19. C(=Nc1ccc(-c2csnn2)cc1)c1cccnc1
→ -34	-11	-11	-4	1	6	0.0	9
20. CN(C)CCOC(=O)C12CC3CC(CC(C3)C1)C2
→ -70	-5	2	-1	-3	5	-0.8	2
21. CNC(=S)Nc1ccc(F)cc1
→ 20	-4	0	-9	1	0	0.1	1
22. Cc1cccc2c(O)c(N=Nc3ccccc3)c(=O)oc12
→ -30	-6	-3	-7	19	12	0.3	3
23. COc1ccc(CCNC(=O)c2nccnc2C(=O)O)cc1OC
→ -5	-5	1	-6	-1	-9	-0.3	8
24. Cn1ccc(-c2nc3ccccc3s2)n1
→ -25	2	-4	-7	2	19	-0.3	3
25. CCc1nc(CN2CCN(c3ccc(C(F)(F)F)cn3)CC2)c(C)[nH]1
→ -8	1	-1	-9	1	9	-1.2	3
26. COc1ccccc1NC(=S)NCCC(=O)O
→ -20	0	2	-3	-6	0	0.5	0
27. CCOC(=O)CS(=O)(=O)C(c1ccccc1)S(=O)(=O)CC(=O)OCC
→ 1	-7	-3	-5	4	7	-0.3	-8
28. O=C1NCCN1CCNC(=S)Nc1cc(C(F)(F)F)cc(C(F)(F)F)c1
→ 1	10	3	-6	10	-10	-0.7	-5
29. NS(=O)(=O)c1cccc(NC(=O)c2ccccc2)c1
→ -17	-6	-6	-3	3	-3	0.4	2
30. Cc1c(S(=O)(=O)NC2CCCCNC2=O)sc2ccc(Cl)cc12 (stereo not drawn)
→ -5	16	2	-4	29	2	-0.1	-4
31. CCCCC(=O)C(C#N)c1nc2ccccc2[nH]1 (stereo not drawn)
→ -46	-10	1	-5	10	8	-0.2	9
32. COc1cc(C=Nc2ccc(C)c(NC(C)=O)c2)cc(OC)c1OC
→ 17	-8	-5	-4	-5	15	0.2	-7
33. CC(C)(C)c1ccc(C(=O)c2cccs2)s1
→ 0	4	-2	-10	0	5	-0.6	4
34. COc1cc(Cl)ccc1N=Cc1c(O)c2c(=O)n(C)c(=O)n(C)c2n(C)c1=O
→ -47	-7	2	-8	0	10	-0.9	2
35. CC1CC(=O)Nc2ccccc2N1S(=O)(=O)c1cn(C)cn1 (stereo not drawn)
→ -64	121*	3	-6	-6	4	-0.7	9
36. O=C(NNC(=O)c1cccc2ccccc12)c1cncc(-c2cccs2)c1
→ -5	-4	-6	-5	-1	-17	-0.3	-2
37. CC(C)N1CCS(=O)(=O)CC1
→ -63	-16	4	-6	1	0	-0.5	4
38. O=[N+]([O-])/C=C/c1c(-c2ccc3ccccc3c2)[nH]c2ccccc12
→ -55	34	3	-5	-5	-2	-0.3	-3
39. CCOC(=O)C/C(N)=C(\C#N)C(=O)OCC
→ 22	0	1	-3	1	1	0.0	8
40. FC(F)(F)c1[nH]ncc1-c1ccccc1
→ 12	-5	2	-4	1	2	-0.4	0
41. CC(=NCc1ccncc1)c1ccccc1O
→ 3	1	-1	-4	2	11	0.9	8
42. CN(C(=O)Nc1ccc(OC(F)(F)F)cc1)C1CCCCC1
→ -25	-10	-8	-8	6	2	nt	-5
43. Cc1nn(-c2ccccc2)nc1C(=O)ONC(=O)Cc1ccccc1
→ 19	7	-6	-4	8	9	-0.1	7
44. CC(C)N1CCC(=O)N(c2ccc(C(C)(C)C)cc2)C1=O
→ -50	6	4	0	1	-12	-0.3	1
45. N#CC(C#N)=C1CCC(=C(C#N)C#N)CC1
→ -25	-3	3	-5	-1	10	-0.4	6
46. Nc1ccccc1C(=O)NCCN1CCNC1=O
→ -15	-8	3	-8	-2	-4	-0.7	-2
47. Cc1ccc(C(=O)N2CCN(Sc3ncnc4sccc34)CC2)cc1
→ 6	53	-5	-6	2	-3	-6.6	7
48. COC(=O)C1=C(Nc2ccccc2NC(=O)COCC(=O)O)CSC1
→ -14	-18	1	1	0	10	-0.1	9
49. CCOC(=O)c1c(N(C)S(C)(=O)=O)sc(C)c1C
→ -63	-6	1	-6	-1	15	0.7	5
50. COC(=O)/C=C1/OC(c2ccc(OC)cc2)=CC1=O
→ -108	-11	8	-15	-5	-12	0.3	8

# (listing goes on)
# Below each compound: Nox1 inhibitor	S1P1 ag	Luminol counter	rat GALR2 agon	PME-1 Maybr inh	KOR antag MB	NOTCH ag	TLR4-MyD88 inh
51. COc1cccc(C(=O)Nc2nnc(C(F)(F)C(F)(F)C(F)(F)F)s2)c1
→ -3	41	1	-8	-4	0	0.0	-11
52. CC(NCCn1cnc2c(N)ncnc21)c1ccccc1 (stereo not drawn)
→ -22	-8	2	-6	1	nt	-0.6	-4
53. Cc1ccc(S(=O)(=O)c2ccc(Cl)c(N)c2)cc1
→ -22	14	4	-8	3	-18	-0.7	6
54. CCOC(=O)CS/C(Nc1ccccc1C(F)(F)F)=C(/C#N)C(=O)OCC
→ -30	-25	8	-11	-5	-8	nt	-7
55. Cc1nnc(Sc2nc3ccc(Cl)cc3s2)n1-c1ccc2c(c1)OCCO2
→ -1	9	0	-1	-1	1	0.1	-3
56. N=C(N)CSc1ccccc1
→ -26	-21	-2	2	1	-4	0.6	-1
57. O=C(Nc1ccccc1N1CCOCC1)Nc1csc2ccccc12
→ -69	3	0	-6	3	-39	-0.3	2
58. O=C(Nc1cc(C(F)(F)F)ccc1N1CCCC1)c1ccc2occc2c1
→ 3	-10	3	-3	0	-4	-0.1	-5
59. Cn1c(=O)c([N+](=O)[O-])c(O)c2ccccc21
→ 2	-1	-5	-5	4	-16	-0.2	-2
60. CCN(CC)C(=S)Oc1ccc([N+](=O)[O-])cc1
→ 12	2	-4	2	6	18	-0.4	6

# The closing six records of the section above open the next one:
# Below each compound: Nox1 inhibitor	S1P1 ag	Luminol counter	rat GALR2 agon	PME-1 Maybr inh	KOR antag MB	NOTCH ag	TLR4-MyD88 inh
55. Cc1nnc(Sc2nc3ccc(Cl)cc3s2)n1-c1ccc2c(c1)OCCO2
→ -1	9	0	-1	-1	1	0.1	-3
56. N=C(N)CSc1ccccc1
→ -26	-21	-2	2	1	-4	0.6	-1
57. O=C(Nc1ccccc1N1CCOCC1)Nc1csc2ccccc12
→ -69	3	0	-6	3	-39	-0.3	2
58. O=C(Nc1cc(C(F)(F)F)ccc1N1CCCC1)c1ccc2occc2c1
→ 3	-10	3	-3	0	-4	-0.1	-5
59. Cn1c(=O)c([N+](=O)[O-])c(O)c2ccccc21
→ 2	-1	-5	-5	4	-16	-0.2	-2
60. CCN(CC)C(=S)Oc1ccc([N+](=O)[O-])cc1
→ 12	2	-4	2	6	18	-0.4	6
61. CSc1nc(C)cc(C)c1C#N
→ -35	-20	2	-11	2	8	nt	-6
62. CCOC(=O)Cc1csc(NC(=O)CC(C)(C)CC(=O)O)n1
→ 6	-4	-4	-5	3	2	-5.6	7
63. S=c1nccc(-c2csc(COc3ccccc3Cl)n2)[nH]1
→ 10	52	0	-3	4	1	-0.4	-2
64. CN(C)c1ccc(-n2nnnc2SCC(=O)c2ccc3c(c2)OCO3)cc1
→ -22	10	2	-4	-5	-2	-5.5	-1
65. CC(=O)C(C)(C)OC(=O)NCCc1ccc(Cl)cc1
→ -19	2	1	-4	0	-1	-0.2	-1
66. Cc1cc(C)c2c(=O)[nH]cnc2n1
→ -47	-2	-4	-7	3	-4	0.4	0
67. COc1ccc(/C=C(\C#N)c2ccccn2)cc1
→ -34	-16	1	-4	-3	16	-0.3	-15
68. CC(=O)OC[C@H]1O[C@@H](Nc2ccc(C)cc2)[C@H](OC(C)=O)[C@@H](OC(C)=O)[C@@H]1OC(C)=O
→ -16	-6	-11	-7	2	-6	-0.6	3
69. COC(=O)[C@@H]1[C@H](C(=O)OC)C2(OC(c3ccccc3)=CC2=O)C12OC(c1ccccc1)=CC2=O (stereo partly drawn)
→ 7	4	-3	-9	6	-21	-0.1	-20
70. CCOC(=O)[C@H]1C(=O)C[C@@](C)(O)[C@@H](C(=O)OCC)[C@@H]1c1ccccc1
→ -30	4	1	-3	-1	-8	0.0	3
71. O=c1[nH]c(-c2cccc([N+](=O)[O-])c2)nc2ccccc12
→ 12	-4	-6	-3	2	36	-0.5	nt
72. COc1cc(/C=C/C(=O)NCC(=O)O)cc(Br)c1OC
→ -2	-17	-6	-5	2	0	0.1	1
73. O=S(=O)(NC1CCN(Cc2c(F)cccc2Cl)CC1)c1cccc2nonc12
→ -61	38	-2	-8	4	10	-0.3	3
74. Cc1ccc(S(=O)(=O)Nc2ccc(Oc3cccnc3)nc2)cc1
→ -25	-33	-1	-8	0	-4	nt	5
75. Cc1ccc(S(C)(=O)=NC(=O)CSc2ccc(C(F)(F)F)cn2)cc1 (stereo not drawn)
→ -24	-7	2	-8	3	15	-0.5	6
76. CSC1=C(C#N)C(=C(C#N)C#N)NC(c2ccccc2)=N1
→ -25	15	4	-4	-20	17	-0.5	-2
77. Cc1cc(NS(=O)(=O)c2ccc(NC(=S)Nc3ccccc3C(F)(F)F)cc2)no1
→ -34	16	4	-6	-3	8	-0.5	8
78. Cc1c(Br)sc2sc(-c3ccnc(SCC(=O)Nc4ccccc4)n3)c(C)c12
→ -73	-10	3	-3	-52	8	-0.6	4
79. Cn1c(S(=O)(=O)O)nc2ccccc21
→ -23	-7	3	-6	4	6	-0.3	nt
80. CCOC(=O)/C(C#N)=C/NCc1cccs1
→ 14	-17	-4	-7	0	21	-0.8	-1
81. N#Cc1ccc([N+](=O)[O-])s1
→ -25	-9	-5	-5	2	-5	-0.6	7
82. CCOC(=O)NC(=O)/C(=C/NCc1cccs1)C(=O)OCC
→ -20	-4	1	-6	0	-10	nt	-2
83. Nc1c(N2CCSCC2)c(=O)c1=O
→ -18	4	-4	-4	1	6	0.4	16
84. O=C(c1cccc(CN2CCN(c3nc(-c4ccccc4)ns3)CC2)c1)N1CCC(O)CC1
→ -63	-1	1	-7	0	4	-0.7	9
85. CS(=O)(=O)N(c1cccc(C#N)c1)S(C)(=O)=O
→ -61	-2	1	-6	-4	13	-0.5	7
86. O=C1c2ccccc2C2N1CCCN2C(=O)c1sc2ccccc2c1Cl (stereo not drawn)
→ -16	19	-1	-9	13	-10	-0.2	2
